# CHRM5 antagonist – CHRM5 antagonism in calcium assay; P08912; CHO-hM5 cells, Fluo-8 calcium fluorescence, ACh EC80; inhibition, % at 3 µM; 360,000 compounds, 0.59% hits;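 active means inhibition above a per-plate cutoff, the mean of that plate's test compounds plus 3 SD, cut at about 27% in these data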;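 further: 0% = acetylcholine EC80 with DMSO and 100% = DMSO without agonist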
# Target sequence (P08912 whole entry, looked up): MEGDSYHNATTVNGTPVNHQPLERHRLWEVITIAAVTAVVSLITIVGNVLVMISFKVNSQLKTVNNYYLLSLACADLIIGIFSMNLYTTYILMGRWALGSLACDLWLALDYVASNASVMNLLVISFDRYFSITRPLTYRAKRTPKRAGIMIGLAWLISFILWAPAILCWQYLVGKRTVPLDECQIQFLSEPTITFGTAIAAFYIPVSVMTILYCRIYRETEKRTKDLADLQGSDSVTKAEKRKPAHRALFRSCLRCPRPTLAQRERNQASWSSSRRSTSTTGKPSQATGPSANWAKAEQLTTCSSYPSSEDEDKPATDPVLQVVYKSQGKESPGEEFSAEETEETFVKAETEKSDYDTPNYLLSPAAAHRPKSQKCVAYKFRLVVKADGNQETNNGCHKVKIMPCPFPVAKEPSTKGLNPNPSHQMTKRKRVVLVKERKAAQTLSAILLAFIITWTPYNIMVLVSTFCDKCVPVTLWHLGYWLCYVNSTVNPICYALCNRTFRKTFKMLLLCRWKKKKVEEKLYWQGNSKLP
# CHRM4 agonist – agonists of human muscarinic M4 receptor (CHRM4) | CHO-K1 hM4/Gqi5, Fluo-8 calcium fluorescence; vehicle 0%, full acetylcholine response 100% | AID 624127 | 360,000 compounds, 0.14% hits | P08173 | activation, % at 3 µM;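 active means activation above the run mean over all test wells plus 3 SD, cut at about 32% in these data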;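 further: peak over basal fluorescence ratio per well then scaled between controls; 0% = DMSO wells and 100% = acetylcholine at EC100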
# Target sequence (P08173 whole entry, looked up): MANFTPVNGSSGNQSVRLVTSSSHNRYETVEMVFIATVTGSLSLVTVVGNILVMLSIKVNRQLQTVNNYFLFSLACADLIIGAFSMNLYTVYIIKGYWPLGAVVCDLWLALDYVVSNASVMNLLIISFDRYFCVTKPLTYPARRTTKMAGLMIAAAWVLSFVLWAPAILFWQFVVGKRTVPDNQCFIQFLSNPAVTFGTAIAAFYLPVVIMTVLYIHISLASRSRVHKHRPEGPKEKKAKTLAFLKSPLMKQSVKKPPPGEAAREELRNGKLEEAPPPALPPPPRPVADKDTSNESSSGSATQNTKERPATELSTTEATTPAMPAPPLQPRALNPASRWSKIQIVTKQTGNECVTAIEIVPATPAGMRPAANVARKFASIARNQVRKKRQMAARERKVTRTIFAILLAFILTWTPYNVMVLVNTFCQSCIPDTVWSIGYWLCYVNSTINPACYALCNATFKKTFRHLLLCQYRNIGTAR
# CRFBP-R2 block – antagonists of CRF-binding protein/CRF-R2 receptor complex | HEK293 CRF-R2/CRF-BP, CRF-induced calcium fluorescence | 350,000 compounds, 0.59% hits | inhibition, % at 11.8 µM;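 active means inhibition of the ligand-induced calcium signal above about 50% at the single tested concentration, limit read from the data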
# CRFR2-BP ag – agonists of human CRF-binding protein/CRF-R2 receptor complex. HEK293 CRF-R2/CRF-BP, calcium dye fluorescence (FLIPR); percent of saturating CRF peptide response. activation, % at 13.2 µM. 350,000 compounds, 0.46% hits;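 active means activation of at least 50%, plus an integration ratio under a set limit after plate pattern correction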;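 further: plate controls were neutral control wells without compound for no effect and CRF at EC100 for full effect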
# CHRM5 PAM – potentiates acetylcholine response at human M5 receptor; P08912; CHO-K1 hM5, Fluo-8 calcium, ACh EC20 PAM; 0% = ACh EC20, 100% = ACh EC100; activation, % at 3 µM; 360,000 compounds, 0.3% hits;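 active means activation above the run cutoff, the mean activation of all test compounds plus 3 SD, cut at about 18% in these data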
#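 System: CHO-K1 cell line with stable human muscarinic M5 receptor expression | Also added: EC20 acetylcholine as agonist stimulus | Compound: One concentration, 3 µM final (nominal) | Timing: Fluo-8 loading 80 min at 37 °C plus 30 min room temperature | Measured by: Fluo-8 calcium dye fluorescence, kinetic read | Read-out basis: % activation, ACh-normalized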
# CHRM4 PAM – potentiates acetylcholine response at human M4 receptor; CHO-K1 hM4/Gqi5, Fluo-8 calcium fluorescence, ACh EC20; 0% = ACh EC20, 100% = maximal ACh; P08173; 360,000 compounds, 0.4% hits; activation, % at 3 µM; AID 624126;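 active means activation above its plate's cutoff, the mean activation of sample wells plus 3 SD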; further: some results filed as inactive read as strong as hits
# M4 antag – antagonists of human muscarinic M4 receptor (CHRM4); P08173; inhibition, % at 3 µM; 360,000 compounds, 0.73% hits; CHO-hM4 cells, ACh EC80, Fluo-8 calcium fluorescence;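 active means inhibition above its plate's cutoff, the mean inhibition of sample wells plus 3 SD, cut at about 27% in these data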;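 further: 0% = acetylcholine EC80 with DMSO and 100% = DMSO without agonist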
# IDE cell inh – inhibits human insulin-degrading enzyme in HEK cells; FAbetaB cleavage, fluorescence polarization; P14735; inhibition, % at 5.59 µM; 320,000 compounds, 0.41% hits;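 active means percent inhibition above the average of all tested compounds plus 3 SD, set per screening campaign, cut at about 16% in these data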;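 further: IDE supplied by intact live HEK cells; FP after avidin binding of uncleaved biotin substrate so inhibition keeps polarization high; 0% = DMSO wells and 100% = 60 µM reference IDE inhibitor Ii1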
# M5 ag – agonists of human muscarinic M5 receptor (CHRM5); P08912; CHO-K1 hM5 cells, Fluo-8 calcium fluorescence; 0% DMSO wells, 100% maximal acetylcholine response; 360,000 compounds, 0.19% hits; activation, % at 3 µM;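 active means activation above the run's mean over test compounds plus 3 SD, cut at about 23% in these data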;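 further: signal is peak over basal fluorescence ratio across the kinetic read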
# * hit, by the source's call; · = no result given.
1: O=C(NC(Sc1ccc(Cl)cc1)C(=O)O)c1ccccc1 (stereo unspecified)
2: Cc1nn(CCO)c(C)c1Oc1ccccc1O
3: Cc1cccc(OCc2nnc(NC(=O)c3cccs3)s2)c1
4: Cc1noc(C)c1CSCC(=O)Nc1nc2ccc(Oc3ccccc3)cc2s1
5: CCc1cccc2c(C(=O)C(NC(C)CC)c3ccccc3)c[nH]c12 (stereo unspecified)
6: CC(=O)Nc1cccc(NC(=O)CSc2ncc(C(=O)Nc3ccccc3)c(=O)n2C)c1
Assay by compound	1	2	3	4	5	6
CHRM5 antagonist	15	-7	4	-2	-13	2
CHRM4 agonist	1	1	1	2	12	3
CRFBP-R2 block	-15	-15	-16	-2	-6	-11
CRFR2-BP ag	20	2.6	-0.7	-0.2	1.3	-0.2
CHRM5 PAM	-7	-2	-3	-4	6	-1
CHRM4 PAM	4	-2	12	4	-5	0
M4 antag	-9	3	-6	-6	-5	-3
IDE cell inh	·	7	1	-1	3	1
M5 ag	0	2	-1	-4	3	1

7: CCOC(=O)C(C)Sc1ccc2nnc(CCNS(=O)(=O)c3ccc(C)cc3)n2n1 (stereo unspecified)
8: CCC(C)NC(=O)C(NS(=O)(=O)c1cccc2nsnc12)c1ccccc1 (stereo unspecified)
9: O=C1C=C(c2cccc3c2sc2ccccc23)C[C@@H](c2ccc(Cl)cc2)C1
10: COc1ccc(S(=O)(=O)NC(=O)C2(C)CCN2C(=O)c2c(C)noc2C)cc1 (stereo unspecified)
11: CCCCNC(=O)NS(=O)(=O)c1ccc(C(=O)OC)o1
12: CCOC(=O)[C@@H]1[C@H]2COc3ccccc3[C@H]2N2C(=O)N(c3ccc(C)cc3)C(=O)[C@]12C
Assay by compound	7	8	9	10	11	12
CHRM5 antagonist	2	-2	-3	9	2	24
CHRM4 agonist	0	1	0	0	1	-1
CRFBP-R2 block	1	-5	-9	·	-6	-18
CRFR2-BP ag	1.9	-0.7	5.8	·	2.5	-0.4
CHRM5 PAM	9	35*	4	-3	-2	-14
CHRM4 PAM	13	5	8	-2	1	13
M4 antag	-15	-15	10	1	-10	10
IDE cell inh	-3	3	6	·	2	4
M5 ag	-10	-9	3	1	-2	-4

13: CCN(CC(=O)Nc1c(F)cccc1F)C(=O)c1cc(S(=O)(=O)N2CCOCC2)ccc1N1CCCC1
14: CCn1c(SCC(=O)N2CCCCCC2)nc2c(c1=O)SCC2
15: Cc1ccccc1N=CC1=C(O)c2ccccc2C1=O
16: COc1cc(C2NC(=S)NC(c3ccccc3)=C2C(C)=O)cc(Cl)c1OCC(=O)O (stereo unspecified)
17: O=C(CCN1CCOCC1)NNC(=O)c1ccc([N+](=O)[O-])cc1[N+](=O)[O-]
18: O=C(NCc1ccccc1)C(=O)NCC1CCCN1S(=O)(=O)c1cccs1 (stereo unspecified)
Assay by compound	13	14	15	16	17	18
CHRM5 antagonist	-3	-7	-4	-1	2	12
CHRM4 agonist	3	-2	5	0	-1	1
CRFBP-R2 block	2	25	-21	0	7	-2
CRFR2-BP ag	-1.2	-3.0	-0.5	0.4	-2.4	-0.5
CHRM5 PAM	-1	18	4	5	5	-8
CHRM4 PAM	0	3	9	5	0	1
M4 antag	-3	-12	-6	-10	6	-8
IDE cell inh	-6	-3	5	2	-1	1
M5 ag	2	2	1	-1	-1	2

19: [O-]/C(=C(\C(=S)NCc1ccccc1)[n+]1ccccc1)c1ccc(Cl)cc1
20: CCC(=O)Oc1ccc(C(=O)Nc2ccc([N+](=O)[O-])cc2)cc1
21: COc1ccc(OC)c(NC(=S)N2CCCC2)c1
22: Cc1c(C(C)C)c(=O)n(-c2ccc(S(=O)(=O)NC3CC3)cc2)n1C
23: Cc1nc2ncnn2c(C)c1CCC(=O)NCc1ccc2c(c1)OCO2
24: O=C(Cn1ncc2c3ccccc3n(Cc3ccccc3F)c2c1=O)NC1CC1
Assay by compound	19	20	21	22	23	24
CHRM5 antagonist	1	3	3	5	-1	13
CHRM4 agonist	1	9	1	3	1	1
CRFBP-R2 block	8	14	5	-1	-6	-25
CRFR2-BP ag	0.4	2.2	0.9	-0.4	-0.6	0.6
CHRM5 PAM	1	-4	5	-6	5	-3
CHRM4 PAM	-5	1	5	-3	13	4
M4 antag	2	-7	-5	5	15	-1
IDE cell inh	0	3	·	-2	-2	-2
M5 ag	-9	2	-5	0	2	-4

25: CC1Cn2c(nc3sc4c(c3c2=O)CCC4)N1CCO (stereo unspecified)
26: CCOC(=O)c1[nH]c(C)c(C(=O)N2CCN(c3ccccc3)CC2)c1C
27: CC(C)(C)OC(=O)C[C@@H]1C/C=C\C[C@@H](CC(=O)NCCO)C(=O)NC[C@H](c2ccccc2)OC1=O
28: CC(NC(=O)CCn1c(=S)[nH]c2ccsc2c1=O)c1ccccc1 (stereo unspecified)
29: Cc1ccc(S(=O)(=O)N2[C@@H](c3ccc(C(C)(C)C)cc3)C(C(=O)O)=CC[C@H]2c2ccc(Cl)c(Cl)c2)cc1
30: O=C(CNS(=O)(=O)c1cccs1)N1CCCC1
Assay by compound	25	26	27	28	29	30
CHRM5 antagonist	10	-8	15	-1	6	-4
CHRM4 agonist	0	1	3	5	0	0
CRFBP-R2 block	3	3	4	7	21	-5
CRFR2-BP ag	1.2	1.6	-3.1	-4.1	28	1.6
CHRM5 PAM	-1	-4	-11	0	-4	1
CHRM4 PAM	-2	-8	-5	3	3	9
M4 antag	16	3	6	-7	-2	-1
IDE cell inh	-1	-4	1	12	-2	1
M5 ag	1	1	0	1	1	-4

31: Cc1nc(SCC(=O)Nc2ccc(OCc3ccccc3)cc2)n[nH]1
32: Cc1ccc(-n2nnc3c(=O)n(CC(=O)OCc4ccccc4)cnc32)cc1
33: CN(CC(=O)Nc1ccccc1C(F)(F)F)C(=O)C1CCN(C(=O)c2ccc(Cl)cc2)CC1
34: CCCCN=C1NN=C(c2cccc([N+](=O)[O-])c2)CS1
35: Cc1cccc(NC(=O)CSc2cccc3cccnc23)c1
36: CCOC(=O)N1CCN(C(=O)CN(c2ccc(OC)cc2)S(C)(=O)=O)CC1
Assay by compound	31	32	33	34	35	36
CHRM5 antagonist	3	3	4	7	4	17
CHRM4 agonist	6	0	1	1	2	1
CRFBP-R2 block	-10	7	-5	-17	-10	5
CRFR2-BP ag	0.1	-3.4	2.1	-6.9	2.2	0.2
CHRM5 PAM	-8	4	4	-5	1	-9
CHRM4 PAM	-5	0	20	-4	-5	4
M4 antag	3	-9	-5	-8	1	-4
IDE cell inh	-5	-1	5	2	8	0
M5 ag	6	1	2	-1	1	-3

# Compounds shown so far that have a COOH group, in the order listed:
1: O=C(NC(Sc1ccc(Cl)cc1)C(=O)O)c1ccccc1 (stereo unspecified)
16: COc1cc(C2NC(=S)NC(c3ccccc3)=C2C(C)=O)cc(Cl)c1OCC(=O)O (stereo unspecified)
29: Cc1ccc(S(=O)(=O)N2[C@@H](c3ccc(C(C)(C)C)cc3)C(C(=O)O)=CC[C@H]2c2ccc(Cl)c(Cl)c2)cc1
Assay by compound	1	16	29
CHRM5 antagonist	15	-1	6
CHRM4 agonist	1	0	0
CRFBP-R2 block	-15	0	21
CRFR2-BP ag	20	0.4	28
CHRM5 PAM	-7	5	-4
CHRM4 PAM	4	5	3
M4 antag	-9	-10	-2
IDE cell inh	·	2	-2
M5 ag	0	-1	1

# More compounds.
37: Cc1ccc(C(=O)OCCN2CCN(c3ncc(C(F)(F)F)cc3Cl)CC2)cc1
38: CC(C)OC(=O)c1cc2c(ccn2-c2ccc(F)cc2)n1CC(=O)N1CCN(C(=O)c2ccco2)CC1
39: CC(C)CC(=O)NN1CCCCC1
40: COc1cc(OC)cc(OC(=O)c2cccc(S(=O)(=O)N3CCN(C)CC3)c2)c1
41: Cc1cccc(/C=N/NC(=O)c2cc(-c3cccnc3)nc3ccccc23)c1
42: CCn1cnc2scc(-c3ccc(C)c(C)c3)c2c1=O
Assay by compound	37	38	39	40	41	42
CHRM5 antagonist	-2	6	-4	-2	7	4
CHRM4 agonist	0	1	0	1	3	1
CRFBP-R2 block	0	9	-9	3	14	-14
CRFR2-BP ag	0.4	-2.6	1.2	-1.3	0.1	-0.6
CHRM5 PAM	-2	-2	7	12	0	-2
CHRM4 PAM	0	-9	10	7	0	-6
M4 antag	10	-3	2	-6	-4	7
IDE cell inh	3	-1	-1	0	2	1
M5 ag	-1	2	-2	-4	-4	-5

43: CC(C)(C(=O)c1ccccc1)/[N+]([O-])=C/c1ccc(Br)cc1
44: COc1ccc(S(=O)(=O)N2CCCCCC2)cc1C(=O)N(C)Cc1cccc(OC)c1OC
45: COC(=O)CSc1[nH]c2ccc(F)cc2c1[N+](=O)[O-]
46: CCOC(=O)C1=NS(=O)(=O)NC(C)=C1
47: O=C(NCCc1ccccc1F)c1cc(COc2ccc(F)cc2F)on1
48: CN(Cc1ccccc1)C(=O)c1ccc(NC(=O)Cc2ccc(NC(=O)C3CCN(C(=O)C4CCCCC4)CC3)cc2)cc1
Assay by compound	43	44	45	46	47	48
CHRM5 antagonist	0	-1	1	-1	-9	-5
CHRM4 agonist	0	6	0	1	3	0
CRFBP-R2 block	-9	5	-3	9	7	34
CRFR2-BP ag	-0.4	0.1	-0.3	1.1	1.6	-2.6
CHRM5 PAM	8	-5	3	0	-2	-3
CHRM4 PAM	10	-2	-6	7	3	0
M4 antag	-1	-5	-2	-4	4	-3
IDE cell inh	-2	1	-1	·	·	·
M5 ag	-1	0	4	1	-2	1

49: Cn1c(=O)c2c(ncn2CC(=O)N/N=C/c2cn[nH]c2-c2ccc(F)cc2)n(C)c1=O
50: O=C(/C=C/c1ccc(Cl)cc1Cl)c1cccnc1
51: COc1ccc(C(c2nnnn2CS(=O)(=O)c2ccc(C)cc2)N2CCN(Cc3ccccc3)CC2)cc1 (stereo unspecified)
52: NC(=O)COC(=O)c1cc(Cl)cc(Cl)c1N
53: COc1ccc(OCC(=O)OCCN(C)C)cc1
54: C=C(Br)Cn1c(CCC)nc2ccccc21
Assay by compound	49	50	51	52	53	54
CHRM5 antagonist	10	-1	1	-2	-12	-5
CHRM4 agonist	1	3	0	2	1	0
CRFBP-R2 block	-7	-47	3	4	-2	7
CRFR2-BP ag	0.1	2.2	0.8	-1.7	2.1	-2.5
CHRM5 PAM	1	11	5	-6	0	1
CHRM4 PAM	5	16	4	2	6	-4
M4 antag	-8	5	-4	6	1	-4
IDE cell inh	6	0	-5	5	-7	-4
M5 ag	-1	5	-11	-1	-4	-1

55: CCN(Cc1nc2ccccc2c(=O)[nH]1)Cc1nc2cc(OC)c(OC)cc2c(=O)[nH]1
56: COCCCN=Cc1c(C)[nH]n(-c2ccc(Br)c(C)c2)c1=O
57: O=C(COC(=O)CSc1ccc([N+](=O)[O-])cc1)NCCc1ccccc1
58: CC1CCN(C(=O)c2ncn(Cc3ccccc3)c2C(=O)N2CCC(C)CC2)CC1
59: CCOC(=O)N1CCN(C(=O)c2cc3c(-c4ccc(Cl)cc4)nn(C)c3s2)CC1
Assay by compound	55	56	57	58	59
CHRM5 antagonist	1	-10	2	12	6
CHRM4 agonist	5	2	2	0	0
CRFBP-R2 block	-1	-15	29	-3	5
CRFR2-BP ag	-0.2	0.9	-1.0	-1.0	-0.8
CHRM5 PAM	-4	3	-2	-2	-5
CHRM4 PAM	-4	-1	12	1	2
M4 antag	-1	2	-8	-5	-4
IDE cell inh	-3	-5	9	3	5
M5 ag	0	-3	0	4	4

# High-throughput results from PubChem.
